PGC1a acetyl inh – PGC1a acetylation modulation, inhibitor mode. U2OS PGC1a acetylation, AlphaScreen anti-acetyl-lysine; with virally co-expressed GCN5 acetyltransferase. inhibition, % at 15.6 µM. actives 0.17% (n = 350,000);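 active = every replicate shows inhibition of at least 40%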;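 also: 0% = neutral control wells and 100% = positive control wells; some results beyond the cut were filed as inactive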
INS-1E GSIS act – primary screen for activators of insulin secretion dependent on glucose, INS-1E cells, GLuc reporter luminescence; INS-1E GLuc reporter insulin secretion, 2-3 h; activation, % at 16.6 µM; AID 743287; actives 0.61% (n = 370,000);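 active = lowest replicate activation of at least 40%, so every replicate reaches that level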;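 also: 0% = median of neutral control wells and 100% = median of IBMX positive control wells; some compounds called inactive have numbers as strong as hits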
LGR2 antag – inhibitors of bursicon-induced Drosophila LGR2 receptor cAMP signaling. inhibition, % at 9.99 µM. HEK293 LGR2, CRE-luciferase, bursicon-stimulated, 4 h. actives 0.35% (n = 380,000). AID 720647;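 active = drop in luminescence signal, shown as inhibition above about 50% in the replicate tests, limit read from the data, passing the limit was not always enough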;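 also: agonist challenge used bursicon conditioned medium at about half maximal strength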
ARNT-TACC3 inh – disrupts binding between human ARNT and TACC3; Q9Y6A5; AlphaScreen His-ARNT PAS-B/GST-TACC3 binding, luminescence; TACC3 fragment carries E629A point mutation; inhibition, % at 9.99 µM; actives 0.66% (n = 390,000);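 active = mean inhibition of replicates at least 50% and at least half of replicates each reaching 50%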;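 also: 0% = complete ARNT plus TACC3 wells and 100% = ARNT alone without TACC3; many hits fall short of the cut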
PAX8 inh HTS – inhibitors of PAX8 transcriptional activity in RMG-I cells; RMG-I TPO-luciferase reporter, SteadyGlo, 24 h; inhibition, % at 12.6 µM; actives 1.2% (n = 360,000);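 active = mean replicate inhibition at least 60% with every replicate also reaching 60%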;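 also: luciferase light reporting Pax8 driven TPO promoter activity; plate controls were median of neutral control wells for no effect and mitoxantrone controls for full effect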
Statin myotox sup – suppression of simvastatin myotoxicity. C2C12 myotubes + simvastatin, ATP luminescence, 48 h; scaled: DMSO 0, geranylgeraniol control 100. rescue of ATP level, % at 7.49 µM. actives 0.78% (n = 330,000). AID 602340;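 active = mean ATP rescue above about 67%, or every replicate alone reaching that limit, limit read from the data, passing the limit was not always enough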;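 also: myotubes were challenged with 10 µM simvastatin during compound exposure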
Cneo AK release – Cryptococcus neoformans lysis via adenylate kinase release. actives 0.2% (n = 360,000). lysis activity, % at 15 µM. C. neoformans lysis, adenylate kinase release luminescence, 4 h; normalised: neutral wells 0, clomiphene wells 100. AID 651654;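 active = mean lysis activity across replicates of at least 80%, whatever share of replicates individually reach that level; inactive = mean lysis activity below 80%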
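Signal: Adenylate kinase release luminescence | Assay system: Log-phase Cryptococcus neoformans yeast cells | Input: Cells at 5 × 10^6 per mL | Buffer or medium: Fresh YPD growth medium | Compound: Single dose | Schedule: Static 4 h at 37 °C with compound, 1 h detection | Controls: Clomiphene | Read-out: Luminescence rise reflecting yeast cell lysis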
PglD DTNB – inhibitors of Campylobacter jejuni PglD acetyltransferase; actives 0.098% (n = 360,000); inhibition, % at 12.5 µM; purified PglD enzyme, DTNB colorimetric CoA detection; in the data active = inhibition above about 16%, passing the limit was not always enough; also: strong numbers were not always called active
* hit, by the source's call; / = not tested or not shown; & = joins results of further samples. Compounds as they come; about 2.9% have a hit in one of these screens.

compound	PAX8 inh HTS	PglD DTNB	Statin myotox sup	ARNT-TACC3 inh	Cneo AK release	LGR2 antag	INS-1E GSIS act	PGC1a acetyl inh
C[C@@H]1CCCCO[C@@H](CN(C)C(=O)Nc2ccccc2)[C@H](C)CN([C@H](C)CO)C(=O)c2cc(NC(=O)Nc3ccc(C(F)(F)F)cc3)ccc2O1	86*	/	/	/	/	-5	10	6
CC(=O)c1nn(-c2cccc(Br)c2)cc1C(=O)c1cccc2ccccc12	6	-2	0	-2	3	/	/	0
C[C@@H]1CN([C@H](C)CO)C(=O)Cc2cc(NC(=O)c3ccncc3)ccc2O[C@H]1CN(C)CC1CCCCC1	/	3	16	-7	11	-5	21	-3
CC(C)(C)n1ncc2c(=O)n(CC(=O)N3CCCCC3)cnc21	-24	/	/	-8	/	-10	-4	2
Cc1cccc(NC(=S)NCC(c2ccccc2)N(C)C)c1 (stereo unspecified)	-13	-10	10	8	0	-12	-4	/
Cc1ccccc1N1C(=O)CC(N2CCC(C(N)=O)CC2)C1=O (stereo unspecified)	/	2	-1	-2	4	0	25	-9
CCNC(=S)N(CCc1c(C)[nH]c2ccc(Cl)cc12)Cc1ccco1	18	3	-26	2	0	13	-3	/
CC(=O)NC(=S)Nc1ccc2oc(-c3cc(F)c(F)cc3Cl)nc2c1	-154	/	/	8	/	-110	8	3
COc1ccc(-c2ccc([C@@H]3[C@H](C#N)N(C(=O)NC(C)C)[C@H]3CO)cc2)cc1	-14	2	-29	-2	0	1	-10	-11
O=C(c1ccc(=O)[nH]c1)N(Cc1cccs1)C1(C(=O)NC2CCCC2)CCCCC1	4	/	/	0	/	-15	-12	/
C[C@@H]1CCCCO[C@H](CN(C)S(=O)(=O)c2ccccc2)[C@@H](C)CN([C@@H](C)CO)C(=O)c2cc(NC(=O)Nc3cccc4ccccc34)ccc2O1	-5	10	/	-11	-1	6	-8	-3
C[C@H](CO)N1C[C@H](C)[C@@H](CN(C)S(=O)(=O)c2ccccc2)Oc2ccc(NS(=O)(=O)c3cn(C)cn3)cc2CC1=O	1	1	19	-9	-1	14	1	8
COc1cc(C(=O)N2CCC2(C)C(=O)NC(C)C)cc(OC)c1OC (stereo unspecified)	5	3	-1	/	0	10	10	1
COCCCn1c(=S)[nH]c(C)c(C)c1=O	7	/	/	1	/	-1	8	/
CN(C)CCNc1nc(Oc2ccccc2)c2sccc2n1	10	-4	/	/	0	-2	/	/
CCOc1ccccc1-n1nnnc1SCC(=O)N(C)C1CCS(=O)(=O)C1 (stereo unspecified)	4	2	-1	/	12	-3	2	-7
O=C(Nc1cccc(C(=O)N2CCN(c3ccccc3)CC2)c1)c1ccco1	10	4	-5	1	-2	13	-22	/
COc1ccc(NC(=O)CC2C(=O)NCCN2C(=O)c2ccc(N(C)C)cc2)cc1 (stereo unspecified)	3	2	/	/	2	3	4	0
COc1ccccc1C(=O)OC1CCCN(C)C1 (stereo unspecified)	-13	-10	11	-3	6	3	24	2
CCOc1ccccc1NC(=O)c1cc(C(=O)c2cc(OC)ccc2O)coc1=N	8	-5	/	7	-1	12	-25	/
O=C(Nc1ccc(Nc2ccccc2)cc1)c1c(F)c(F)c(F)c(F)c1F	19	-8	-21	16	-1	5	2	3
Cc1ccc(S(=O)(=O)Nc2ccc3c(c2)C(=O)N([C@H](C)CO)C[C@@H](C)[C@@H](CN(C)C(=O)Nc2ccccc2)O3)cc1	-7	1	0	-8	-3	6	3	1
CC1Cc2nc(SCC(=O)NCc3ccco3)n(-c3ccccc3)c(=O)c2S1 (stereo unspecified)	11	-5	18	3	0	19	/	2
COc1ccc(S(=O)(=O)Nc2ccc3c(c2)C(=O)N([C@@H](C)CO)C[C@H](C)[C@@H](CN(C)Cc2ccncc2)OCCCC[C@@H](C)O3)cc1	-13	1	/	-13	-2	15	-14	1
CCOC(=O)C1(C)CCCCN1C(=O)c1ccco1 (stereo unspecified)	15	0	7	/	-2	7	-4	6
N#CCSc1nc2ccccc2o1	-19	/	/	-2	/	-8	4	/
CCOC(=O)Cc1cc(=O)n2[nH]c(C(C)(C)C)cc2n1	10	/	3	-1	/	3	-16	/
Cc1ccccc1-n1c(SCC(=O)N/N=C/c2ccccc2OCC(=O)O)nc2ccccc2c1=O	9	0	-15	6	2	-13	12	3
NC(=O)C1CCN(C(=O)c2ccc(Cl)c(S(=O)(=O)N3CCCCCC3)c2)CC1	-8	-1	3	-3	0	2	7	/
O=C(NCCc1ccccn1)c1ccc(COc2ccccc2)o1	/	-1	8	2	1	/	/	-10
Cc1ccc(-c2c(C)sc3ncn(CC(=O)N4CCOCC4)c(=O)c23)cc1C	14	/	7	-9	/	6	4	5
O=C(O)CN1C(=O)SC(Nc2ccccc2)C1=O (stereo unspecified)	/	5	-7	-18	0	-4	3	-3
CCCC1(C(=O)OC)NC(c2ccc(OC)cc2OC)C2C(=O)N(c3cccc(C(C)=O)c3)C(=O)C21 (stereo unspecified)	21	-1	-6	-7	2	2	7	-3
CCCCCn1c(CCNC(=O)c2cccs2)nc2ccccc21	/	0	0	-6	3	2	-48	-1
C=CCNC(=S)Nc1ccc2nsnc2c1	-4	/	/	3	/	5	9	/
CCCCN(C)C(=O)c1ccc2c(c1)N(CC)C(=O)c1ccccc1S2(=O)=O	1	4	-6	-6	-2	4	-2	-7
CC1CCN(S(=O)(=O)c2ccc3ncn(CC(=O)N(C)C4CCCCC4)c(=O)c3c2)CC1	11	/	/	2	/	-11	0	13
Cn1c(=N)n(CC(=O)c2ccc(Br)cc2)c2ccccc21	-35	/	/	-8	/	-104	-7	/
CCCCNC(=O)CC(C(=O)N1CCc2ccccc21)n1ccnc1 (stereo unspecified)	/	-5	-19	30	5	/	/	0
CCC(=O)N1CCCCN2[C@H](C1)[C@@H](c1ccc(-c3cccc(C(=O)N(C)C)c3)cc1)[C@@H]2CO	-17	3	/	-4	-2	2	30	3
O=C(CN1C(=O)c2cccc3cccc1c23)N1CCN(Cc2ccc3c(c2)OCO3)CC1	/	-1	/	0	2	/	/	6
Cc1cc(-c2csc(Nc3ccccn3)n2)ccc1F	-214	2	2	0	-19	-43	-8	-10
CCC(=O)c1ccccc1OCCN1CCN(CC)CC1	-17	/	/	-4	/	10	1	/
Cc1cc(C(=O)Nc2cccc3c2O[C@H](CN(C)Cc2ccc(Cl)c(Cl)c2)[C@H](C)CN([C@@H](C)CO)C3=O)n(C)n1	30	1	-12	11	7	-7	-10	26
Cc1ccc(C)c2[nH]c(=O)c(CN(CCN3CCCC3)C(=O)Nc3cccc(Cl)c3)cc12	/	/	/	11	/	-6	-27	-2
NC1=C(Cl)C(=O)c2ccc(S(N)(=O)=O)cc2C1=O	121*	-2	-235	22	-2	105*	-3	/
Cc1ccc2c(C)c(C(=O)N(C)CCC3CCCCO3)oc2c1C (stereo unspecified)	-32	-3	-10	-7	1	12	1	2
CCOc1ccccc1OCCC(=O)NNC(=O)Cn1nc(C)cc1C	-17	-3	-11	-2	0	-22	53*	10
C[C@@H]1CN([C@@H](C)CO)C(=O)Cc2cc(NC(=O)C3CC3)ccc2O[C@@H]1CN(C)C(=O)Nc1ccc(C(F)(F)F)cc1	9	3	-11	-2	-2	-2	-4	-3
COc1cc(OC)c(C(=O)Nc2ccc(S(=O)(=O)Nc3ncccn3)cc2)cc1OC	/	/	10	-4	/	11	10	-2
CCC(C)NC(=O)CCC(=O)Nc1ccc2nc(N3CCOCC3)cc(C)c2c1 (stereo unspecified)	-26	-2	4	-5	0	/	/	-10
CCc1nccn1Cc1cc(C=O)ccc1OC	-16	-5	/	-1	1	3	3	2
O=C(Nc1ccc(SC(F)F)cc1)c1ccc2nccnc2c1	/	2	-33	1	-1	-35	-27	-2
NCC[C@@H]1CC[C@@H](NC(=O)CCN2CCCCC2)[C@H](CO)O1	-5	4	-4	-7	4	0	-7	5
Cc1cc(NC(=O)CN2C(=O)/C(=C/c3ccccc3F)SC2=S)no1	7	/	-8	-3	/	2	1	5
CCC(C)N=CC1=C(O)CC(c2ccccc2)CC1=O (stereo unspecified)	/	0	-8	3	1	-6	-5	-2
O=C(Nc1ncn[nH]1)c1ccc([N+](=O)[O-])cc1[N+](=O)[O-]	7	3	-4	21	1	/	/	7
C[C@@H](NC(=O)C[C@@H]1C=C[C@H](NC(=O)CN2CCOCC2)[C@@H](CO)O1)c1ccccc1	-10	0	-3	-7	31	-3	8	-3
CCNC(=O)C1CCCN(C(=O)c2ccc(OC)cc2)CC1 (stereo unspecified)	7	-2	11	/	0	-3	1	7
CCOC(=O)C1(C(=O)OCC)C(C(=O)c2ccccc2)C1c1ccccc1 (stereo unspecified)	12	-7	-6	-11	-4	19	-17	-20

Copied from the list.
ARNT-TACC3 inh with `O=C(CN1C(=O)c2cccc3cccc1c23)N1CCN(Cc2ccc3c(c2)OCO3)CC1` → 0
Cneo AK release with `NC(=O)C1CCN(C(=O)c2ccc(Cl)c(S(=O)(=O)N3CCCCCC3)c2)CC1` → 0

(continued)
compound	PAX8 inh HTS	PglD DTNB	Statin myotox sup	ARNT-TACC3 inh	Cneo AK release	LGR2 antag	INS-1E GSIS act	PGC1a acetyl inh
CCCC(=O)Nc1ccc2c(c1)OC[C@H](C)N(C(=O)C1CCCC1)C[C@@H](C)[C@H](OC)CN(C)C2=O	/	-36	2	-5	51	0	-9	-2
CCOc1ccc(C(CC(=O)O)n2cnnn2)cc1 (stereo unspecified)	-4	-1	-2	-24	0	9	-7	0
Cc1ccc(/C=N/Nc2nc3ccccc3s2)o1	-64	/	/	8	/	19	-18	/
CCNC(=O)c1cc2c(c(-c3cccc(-c4cncnc4)c3)n1)[C@H](CCO)N(C(C)=O)C2	-13&-19	4	18	-3	-3	-28&11	9&11	/
CCOc1ccc(C2Oc3nc(SC)nnc3-c3ccccc3N2C(C)=O)cc1OC (stereo unspecified)	9	0	9	-1	1	10	22	/
O=C(N1CCC(O)(c2cccnc2)CC1)C12CC3CC(CC(C3)C1)C2	-4	4	-4	0	0	/	/	-10
CC(C)CC#Cc1ccc([C@H]2[C@@H](CO)N3C(=O)CN(C(=O)c4ccc5c(c4)OCO5)C[C@H]23)cc1	20	/	/	/	/	7	-2	-4
Cc1ccccc1S(=O)(=O)NCC[C@@H]1CC[C@@H](NC(=O)C2CCCC2)[C@H](CO)O1	0	-3	-5	-16	2	-2	-5	6
CC(=O)c1ccc(NC(=S)NNC(=O)NC2CCCCC2)cc1	-7	/	/	-2	/	-28	-2	/
O=C(O[C@@H]1[C@H](Cc2ccccc2)NS(=O)(=O)[C@H]2C[C@@H]3C=C[C@]12O3)c1ccccc1Br	-17	-2	-3	-5	-1	15	-2	-7
C#CC1CCCCC1NC(=O)Nc1cnccc1C(F)(F)F (stereo unspecified)	10	20*	2	0	-1	14	2	/
C[C@@H]1CCCCO[C@@H](CN(C)Cc2ccc(C(=O)O)cc2)[C@H](C)CN([C@H](C)CO)C(=O)c2cc(NC(=O)Nc3ccc4c(c3)OCO4)ccc2O1	-4	-1	/	-4	0	8	6	10
COc1ccc(-c2oc(=O)c3cc(OC)c(OC)cc3c2C(F)(F)F)cc1	-15	-1	-23	0	0	-1	16	-2

Assay outcomes from PubChem BioAssay.
